Assay outcomes from PubChem BioAssay.
CHRM4 antagonist: CHRM4 antagonism in calcium assay; P08173; CHO-hM4 cells, ACh EC80, Fluo-8 calcium fluorescence; inhibition, % at 3 µM; 360,000 tested, 0.73% active;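 active = inhibition above its plate's cutoff, the mean inhibition of sample wells plus 3 SD, cut at about 27% in these data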;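 also: 0% = acetylcholine EC80 with DMSO and 100% = DMSO without agonist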
Target sequence (P08173 whole entry, looked up): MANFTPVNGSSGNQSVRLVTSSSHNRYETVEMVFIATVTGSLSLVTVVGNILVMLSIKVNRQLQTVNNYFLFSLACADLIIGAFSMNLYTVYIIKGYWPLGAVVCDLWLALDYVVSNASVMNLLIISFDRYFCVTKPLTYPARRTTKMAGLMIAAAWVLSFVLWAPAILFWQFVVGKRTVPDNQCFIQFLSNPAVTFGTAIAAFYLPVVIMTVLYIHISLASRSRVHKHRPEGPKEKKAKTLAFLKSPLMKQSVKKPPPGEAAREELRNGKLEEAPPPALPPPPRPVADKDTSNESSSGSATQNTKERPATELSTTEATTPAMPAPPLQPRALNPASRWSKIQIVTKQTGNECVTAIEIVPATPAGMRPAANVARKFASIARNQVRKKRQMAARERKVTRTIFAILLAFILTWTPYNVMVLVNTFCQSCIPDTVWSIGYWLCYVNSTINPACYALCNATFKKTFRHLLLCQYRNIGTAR
CHRM5 agonist: CHRM5 agonism in calcium assay. activation, % at 3 µM. 360,000 tested, 0.19% active. CHO-K1 hM5 cells, Fluo-8 calcium fluorescence; 0% DMSO wells, 100% maximal acetylcholine response. P08912;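 active = activation above the run's mean over test compounds plus 3 SD, cut at about 23% in these data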;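 also: signal is peak over basal fluorescence ratio across the kinetic read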
CHRM5 antagonist: blocks acetylcholine activation of human M5 receptor; P08912; CHO-hM5 cells, Fluo-8 calcium fluorescence, ACh EC80; inhibition, % at 3 µM; 360,000 tested, 0.59% active;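 active = inhibition above a per-plate cutoff, the mean of that plate's test compounds plus 3 SD, cut at about 27% in these data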;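 also: 0% = acetylcholine EC80 with DMSO and 100% = DMSO without agonist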
CHRM4 PAM: CHRM4 positive allosteric modulation | P08173 | CHO-K1 hM4/Gqi5, Fluo-8 calcium fluorescence, ACh EC20; 0% = ACh EC20, 100% = maximal ACh | activation, % at 3 µM | 360,000 tested, 0.4% active | AID 624126;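 active = activation above its plate's cutoff, the mean activation of sample wells plus 3 SD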; also: some results filed as inactive read as strong as hits
M5 PAM: potentiates acetylcholine response at human M5 receptor. activation, % at 3 µM. P08912. 360,000 tested, 0.3% active. CHO-K1 hM5, Fluo-8 calcium, ACh EC20 PAM; 0% = ACh EC20, 100% = ACh EC100;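 active = activation above the run cutoff, the mean activation of all test compounds plus 3 SD, cut at about 18% in these data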
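Replicates: One well per compound, no replicates | System: Human M5 receptor in CHO-K1 cells | Benchmarks: Low control EC20 acetylcholine (0%), high control EC100 acetylcholine (100%) | Probe or stimulus: Acetylcholine, EC20 level | Times: Fluo-8 loading 80 min at 37 °C plus 30 min room temperature | Signal: Intracellular calcium via Fluo-8 fluorescence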
M4 ag: agonists of human muscarinic M4 receptor (CHRM4); P08173; activation, % at 3 µM; 360,000 tested, 0.14% active; CHO-K1 hM4/Gqi5, Fluo-8 calcium fluorescence; vehicle 0%, full acetylcholine response 100%;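 active = activation above the run mean over all test wells plus 3 SD, cut at about 32% in these data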;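 also: peak over basal fluorescence ratio per well then scaled between controls; 0% = DMSO wells and 100% = acetylcholine at EC100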
CHRM1 PAM: human CHRM1 positive allosteric modulation | P11229 | CHO-K1 hM1, Fluo-8 calcium fluorescence, ACh EC20; 0% = ACh EC20, 100% = maximal ACh | activation, % at 3 µM | 360,000 tested, 0.088% active | AID 588819; in the data active = activation above about 19%, passing the limit was not always enough
Target sequence (P11229 whole entry, looked up): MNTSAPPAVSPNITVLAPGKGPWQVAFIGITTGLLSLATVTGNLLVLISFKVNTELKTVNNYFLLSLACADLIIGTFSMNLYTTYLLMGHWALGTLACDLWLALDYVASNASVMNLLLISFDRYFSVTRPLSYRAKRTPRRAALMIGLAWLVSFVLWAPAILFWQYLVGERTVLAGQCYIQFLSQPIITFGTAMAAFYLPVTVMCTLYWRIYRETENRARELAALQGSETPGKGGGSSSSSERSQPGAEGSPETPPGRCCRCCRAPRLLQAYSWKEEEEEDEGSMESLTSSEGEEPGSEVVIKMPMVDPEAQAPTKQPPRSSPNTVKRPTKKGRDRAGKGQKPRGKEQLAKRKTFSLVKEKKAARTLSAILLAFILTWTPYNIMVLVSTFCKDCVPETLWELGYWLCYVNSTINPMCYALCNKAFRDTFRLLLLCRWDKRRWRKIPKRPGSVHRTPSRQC
CRFBP-R2 block: CRF-BP/CRF-R2 complex antagonism | HEK293 CRF-R2/CRF-BP, CRF-induced calcium fluorescence | inhibition, % at 11.8 µM | 350,000 tested, 0.59% active | AID 588475;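 active = inhibition of the ligand-induced calcium signal above about 50% at the single tested concentration, limit read from the data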
CRFBP-R2 agonist: CRF-BP/CRF-R2 complex agonism; HEK293 CRF-R2/CRF-BP, calcium dye fluorescence (FLIPR); percent of saturating CRF peptide response; AID 588473; activation, % at 13.2 µM; 350,000 tested, 0.46% active;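 active = activation of at least 50%, plus an integration ratio under a set limit after plate pattern correction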;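 also: plate controls were neutral control wells without compound for no effect and CRF at EC100 for full effect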
The depositor's hits bear a star; nt = not tested or not shown.

SMILES | CHRM4 antagonist | CHRM5 agonist | CHRM5 antagonist | CHRM4 PAM | M5 PAM | M4 ag | CHRM1 PAM | CRFBP-R2 block | CRFBP-R2 agonist
COc1ccc(NC(=O)c2nc(S(=O)(=O)Cc3cccc(C)c3)ncc2Cl)c(OC)c1 | 11 | -3 | 17 | -7 | -5 | 0 | -7 | 31 | 0.6
COc1ccc(C(C)NC(=O)c2ccncc2)cc1 (stereo not given) | 5 | 5 | 5 | -3 | -4 | 0 | 8 | 8 | -0.3
CCOc1ncccc1C(=O)Nc1ccc(S(=O)(=O)N2CC(C)CC(C)C2)cc1 (stereo not given) | -4 | 2 | 14 | -3 | -2 | 0 | -1 | -7 | 8.2
CC(=O)c1ccc(NC(=O)CSc2nc(=O)cc(N)n2-c2ccccc2)cc1 | 0 | 1 | 7 | -8 | 6 | 0 | 6 | -13 | 3.5
CCOc1ccc(S(=O)(=O)Nc2nc3ccc(OC)cc3s2)cc1 | 0 | 1 | -2 | -6 | 1 | 1 | 1 | 45 | -1.9
COc1ccccc1N1CCN(c2ncnc3sc(C)c(-c4ccccc4)c23)CC1 | -5 | -4 | 10 | -4 | 1 | 1 | 10 | -12 | -0.3
CCc1cc(Cn2nc(-c3ccccc3)cc2C(=O)NCc2ccc(C)cc2)on1 | -10 | 1 | 5 | -6 | -9 | 3 | -5 | 8 | 2.9
Cc1cc(C(=O)OCC(=O)c2ccccc2)c2ccccc2n1 | 3 | -3 | 15 | -3 | -8 | 7 | 5 | 5 | -0.8
COC(=O)CNC(=O)C(CCSC)NC(C)=O (stereo not given) | 1 | -2 | 6 | -1 | -5 | 9 | 13 | 17 | 0.8
Cc1ccc(CN(Cc2ccco2)C(=O)c2ccco2)cc1 | -4 | -3 | -6 | 4 | 6 | 0 | 1 | 20 | -1.3
O=C(NCc1ccccc1Cl)C1CCN(S(=O)(=O)c2cccc3nonc23)CC1 | -1 | -4 | 7 | -2 | -4 | 2 | 0 | -8 | 1.0
O=C(CN1CC[n+]2c(-c3ccccc3)csc21)c1ccc(Br)cc1 | -3 | -20 | -3 | -10 | 5 | 1 | -13 | 3 | -1.1
COc1ccc(C(=O)c2coc3ccc(O)c(CN4CCCCC4)c23)cc1 | -4 | -4 | -4 | -5 | -4 | 3 | 10 | 9 | -2.0
COc1ccc(C=CC(=O)c2c(OC)cc(OC)c(OC)c2O)cc1 | -6 | -3 | 15 | -6 | -17 | 8 | -7 | -5 | -1.6
Cc1ccc(C(=O)COC(=O)c2cn3ccccc3n2)cc1 | 4 | -6 | 13 | -3 | -2 | 1 | 6 | -9 | 1.0
CSCC[C@H](NS(=O)(=O)c1ccc(C)cc1)C(=O)N1CCC(C(=O)N[C@@H](Cc2ccc(O)cc2)C(=O)O)CC1 | -17 | 3 | 6 | 4 | -3 | 1 | 2 | 15 | 6.1
COC(=O)Cc1[nH]nc2c1C1(C(=O)N(Cc3ccc(Cl)cc3)c3ccccc31)C(C#N)=C(N)O2 (stereo not given) | 2 | -14 | 0 | 3 | 3 | 1 | 9 | -4 | 0.6
CCCCNC(=O)CCC(=O)Nc1ccc2nc(N3CCC(C)CC3)cc(C)c2c1 | -6 | -4 | 0 | -6 | 6 | 2 | 3 | 0 | 0.9
Cc1[nH]n(-c2ccccc2)c(=O)c1Sc1ccc(Cl)cc1 | -17 | -2 | -10 | 4 | -8 | 1 | -5 | -3 | 1.3
O=c1[nH]cc([N+](=O)[O-])cc1Br | -3 | 0 | -2 | 4 | 1 | 0 | 15 | 19 | -1.3
COc1ccc(OC)c(N(CC(=O)Nc2ccc3c(c2)OCO3)S(=O)(=O)c2ccccc2)c1 | 1 | 1 | 15 | -9 | -13 | 10 | -3 | -5 | 1.2
O=C(COc1ccccc1)Nc1ccc(F)cc1 | -14 | -2 | -3 | 0 | 8 | 1 | 12 | 14 | 19
COc1cc(C(=O)Nc2ccc3c(c2)Cc2ccccc2-3)cc(OC)c1OC | 1 | 0 | 1 | 6 | 1 | 1 | -7 | -12 | -0.3
Cc1ccc(NC(=O)[C@H](C)NC(=O)C2CCN(C(=O)[C@@H](N)C(C)C)CC2)cc1 | -7 | -2 | 4 | 0 | 0 | 1 | 8 | -11 | 1.2
CCC(CC)C(=O)N(C)c1c(C)nc2c(OCc3ccc(C(F)(F)F)cc3)cccn12 | -18 | -4 | -2 | 7 | 3 | 2 | -1 | nt | nt
COc1ccc(-n2c(SCC(=O)Nc3ccccc3)nc3c(c2=O)SCC3)cc1 | -3 | 0 | 0 | -7 | -1 | 1 | 0 | -1 | -0.1
Cc1noc(C)c1C(=O)OC(C)C(=O)N(C)c1ccccc1 (stereo not given) | -1 | 2 | -1 | 12 | -1 | 0 | 16 | -9 | -0.1
Cc1cc(C)c(S(=O)(=O)NCCn2c(C)cc3ccccc32)c(C)c1 | -6 | 3 | 5 | -5 | -12 | 12 | -6 | 3 | 3.4
CCOC(=O)CNC(=O)CN1C(=O)CC(c2ccccc2)S(=O)(=O)c2ccccc21 (stereo not given) | -1 | 4 | 5 | -10 | -2 | 0 | 4 | 3 | -0.7
O=C(O)CCCC(=O)Nc1ccn(-c2ccccc2)n1 | -7 | -4 | -9 | 8 | 7 | 1 | 5 | -2 | 8.4
CN(C(=O)c1ccc(NC(=O)Cc2ccc(NC(=O)C3CCCN(C(=O)c4ccccc4)C3)cc2)cc1)C1CC1 (stereo not given) | 7 | 5 | 1 | 11 | 14 | 2 | 11 | -1 | 0.1
Cc1nc2ccccn2c1/C(O)=C1\C(=O)C(=O)N(CCCn2ccnc2)C1c1ccncc1 (stereo not given) | -9 | -2 | -4 | 5 | -2 | 0 | 1 | -1 | 2.1
Cc1ccc(S(=O)(=O)N2CCN(C(=O)CCn3cncn3)CC2)cc1C | -19 | -6 | 3 | 10 | 0 | 2 | 6 | -1 | -0.8
Cc1cccc(NC(=O)CSCC(=O)Nc2nnc(C3CC3)s2)c1 | 3 | -3 | 12 | -2 | -6 | 0 | 5 | 2 | -0.9
CCN(CC)C(=O)C(C)N(C#N)c1nc(Cl)nc(N(C)C)n1 (stereo not given) | -15 | -1 | 6 | 8 | -5 | 1 | 8 | -12 | -1.2
O=C(Nc1ccc2c(c1)OCO2)c1cc(-c2ccccc2Cl)on1 | -9 | -3 | 8 | 7 | -4 | 1 | 5 | -14 | 3.2
COC(=O)CCCNC(=O)c1ccc2nc(Cc3ccc(OC)cc3)oc2c1 | -2 | 2 | 6 | -1 | -3 | 0 | -1 | 10 | -0.3
COc1ccccc1S(=O)(=O)Cc1ccc(C(=O)N2CCN(c3ccc(C)cc3)C(C)C2)o1 (stereo not given) | -5 | 4 | 8 | -1 | -13 | 19 | -12 | 16 | -4.1
CC1(Oc2ccc(Cl)cc2)CCN(Cc2csc3ccccc23)C1 (stereo not given) | 18 | -2 | 5 | -7 | -3 | -1 | -7 | nt | nt
Cc1ccc(S(=O)(=O)CCC(=O)NCCN2C(=O)S/C(=C/c3ccc(F)cc3)C2=O)cc1 | 9 | 2 | 17 | -7 | -15 | 13 | -4 | -8 | -1.6
CC12CCC(=O)N1C(C(=O)NCCc1ccc(S(N)(=O)=O)cc1)CS2 (stereo not given) | -5 | -2 | -4 | 8 | -3 | 1 | 4 | -4 | 1.1
COc1ccccc1NS(=O)(=O)c1cccc(C(=O)NCC(c2cccs2)N2CCOCC2)c1 (stereo not given) | 6 | 4 | 9 | -3 | -15 | 10 | -5 | 9 | -0.4
O=C(Nc1ccc(S(=O)(=O)N2CCCC2)cc1)C1CC(=O)N(c2ccccc2)C1 (stereo not given) | 2 | -1 | -6 | 0 | -10 | 1 | 3 | -3 | -0.3
Cc1cccn2c(=O)c(/C=N/O)c(N3CCCC3)nc12 | -9 | 1 | -4 | 0 | -1 | 1 | 6 | -34 | -1.3
CCC1(CC)C(=O)C2=C3C1[C@H](C(=O)OC)C=C(C(=O)OC)C[C@H]3[C@H]1C(=O)N(Cc3ccccc3)C(=O)[C@H]1[C@H]2C (stereo not given in full) | 23 | -3 | 6 | -5 | 0 | 2 | -7 | 2 | -2.9
CCOc1ccc(C(=O)NNC(=O)CN2C(=O)NC3(CCCC3)C2=O)cc1 | -1 | 1 | 10 | 1 | -3 | 1 | 3 | 12 | 0.4
COc1cccc(C2C(C(=O)c3cc4ccccc4o3)=C(O)C(=O)N2CCN(C)C)c1OC (stereo not given) | -11 | -3 | -11 | 9 | 10 | 1 | -1 | 22 | 2.0
C=CCn1c(CNC(=O)c2cccs2)nnc1SCc1ccc(Cl)cc1Cl | 1 | 3 | -8 | 0 | 7 | 4 | 2 | -63 | -2.0
N#Cc1ccc(OCC(=O)OCCCOC(=O)COc2ccc(C#N)cc2)cc1 | 5 | 0 | 26 | -6 | -9 | 18 | 9 | 17 | -1.0
O=C(NCc1cccc(F)c1)c1cccc2c1C(=O)c1ccc(N3CCC(Cc4ccccc4)CC3)cc1S2(=O)=O | 2 | 14 | 28* | -2 | -6 | 12 | -6 | -45 | 75*

(continued)
SMILES | CHRM4 antagonist | CHRM5 agonist | CHRM5 antagonist | CHRM4 PAM | M5 PAM | M4 ag | CHRM1 PAM | CRFBP-R2 block | CRFBP-R2 agonist
CCC(C)(C)NC(=O)C(c1ccc(OC)cc1)N(C(=O)CCC(=O)Nc1cc(C)on1)c1ccccc1F (stereo not given) | -1 | -4 | 11 | -4 | -6 | 0 | 2 | -2 | 1.2
O=C(/C=C/c1ccccc1O)c1ccco1 | -12 | -3 | -8 | -4 | 1 | 3 | -3 | -32 | 2.8
O=[n+]1cc(-c2cc3ccccc3o2)n([O-])c2c1CCCC2 | 8 | 5 | -1 | -6 | -1 | 3 | 1 | 0 | 0.4
Cc1ccnc(NS(=O)(=O)c2ccccc2)n1 | -4 | 1 | 0 | 7 | 6 | 1 | 8 | -1 | 1.0
Cc1ccc(OCCn2c(=O)sc3ccccc32)cc1 | 8 | -8 | -2 | -3 | -4 | -1 | -5 | 3 | -2.6
CCOc1ccc(-c2nnn(CCC(=O)O)n2)cc1OC | -3 | -2 | -10 | 4 | 10 | 0 | 8 | -9 | -1.9
C/C(=N\Nc1ccc(C)c(Cl)c1)c1ccncc1 | -23 | -8 | 6 | -3 | -6 | 0 | 0 | -9 | -0.6
CC1CN(C(=O)c2cc3cc([N+](=O)[O-])ccc3oc2=O)CC(C)O1 (stereo not given) | -10 | -2 | 8 | -1 | 0 | 1 | -1 | 5 | 1.2
Cc1ccsc1C(=CCCN1CCC[C@@H](C(=O)O)C1)c1sccc1C | 4 | 0 | 1 | 3 | 1 | 1 | 6 | 6 | -0.5

Arranged by SMILES length (ascending): some entries from above
SMILES | CHRM4 antagonist | CHRM5 agonist | CHRM5 antagonist | CHRM4 PAM | M5 PAM | M4 ag | CHRM1 PAM | CRFBP-R2 block | CRFBP-R2 agonist
Cc1ccc(CN(Cc2ccco2)C(=O)c2ccco2)cc1 | -4 | -3 | -6 | 4 | 6 | 0 | 1 | 20 | -1.3
Cc1ccc(C(=O)COC(=O)c2cn3ccccc3n2)cc1 | 4 | -6 | 13 | -3 | -2 | 1 | 6 | -9 | 1.0
C=CCn1c(CNC(=O)c2cccs2)nnc1SCc1ccc(Cl)cc1Cl | 1 | 3 | -8 | 0 | 7 | 4 | 2 | -63 | -2.0
Cc1nc2ccccn2c1/C(O)=C1\C(=O)C(=O)N(CCCn2ccnc2)C1c1ccncc1 (stereo not given) | -9 | -2 | -4 | 5 | -2 | 0 | 1 | -1 | 2.1
